# HT1080 viability = cytotoxicity in HT1080 fibrosarcoma cells, cell-based, fluorescence readout (AID 620); HT1080 viability, fluorescence; higher % means a stronger effect; cytotoxicity, % at 10 µM, or EC50 in µM where a hit was titrated; 0.42% of 87,000 active; in the data active means cytotoxicity above about 50%;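 further: cells exposed to compound overnight then 4 h with Alamar Blue; 0% = vehicle DMSO and 100% = killing control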
# * = called active by the depositor.
no.	mol	HT1080 viability
1	O=C(NCC1CCCO1)C(c1cccs1)N(Cc1cccs1)C(=O)Cn1nnc(-c2cccs2)n1 (stereo unspecified)	10.1%
2	Cn1c(=O)cc(N)n(Cc2ccccc2)c1=O	9.0%
3	CCc1nc(NCc2ccc3c(c2)OCO3)c2oc3ccccc3c2n1	-16.7%
4	COC(=O)[C@@]1(C)C=C[C@@H](Cc2ccccc2)N1C	-5.6%
5	COc1ccc(C(C)=O)cc1COc1ccc(-n2cnnn2)cc1	15.9%
6	Oc1ccc(-n2cnnn2)cc1	-9.2%
7	COC(=O)c1ccc(C(NC(=O)OCc2ccccc2)/C(=C/[C@@H](C)C(=O)NCc2cc(F)cc(F)c2)c2cccnc2)cc1 (stereo partly specified)	-22.5%
8	N#Cc1ccccc1NC(=O)CSc1nnc(-c2ccc(F)cc2)n1-c1ccccc1	7.2%
9	COc1ccc2[nH]c3c(NCc4ccco4)ncnc3c2c1	-2.4%
10	CCCc1nc2sc3c(c2c(=O)n1NC(=O)CCC(=O)O)CCCC3	-16.8%
11	O=C(Nc1ccccc1-c1ccccc1)c1ccc(NC(=O)c2ccco2)cc1	-19.2%
12	Cc1cc(C(C)(C)C)cc(S(=O)(=O)Nc2cccc(C(=O)O)c2)c1C	3.1%
13	Oc1ccc(Cl)cc1-c1cc(-c2cccc(Br)c2)n[nH]1	15.1%
14	O=S(=O)(Nc1ccc(S(=O)(=O)Nc2cccc3ccccc23)cc1)c1ccccc1	-2.2%
15	NC(=O)C1CCN(C2CC(=O)N(Cc3cccs3)C2=O)CC1 (stereo unspecified)	5.9%

# Additional records follow:
no.	mol	HT1080 viability
16	COc1ccccc1CNc1cc(CSc2ccc(Cl)cc2)nc(C)n1	17.3%
17	O=C(CN1CCOCC1)Nc1ccccc1C(=O)O	-12.4%
18	Cc1c(C(=O)OC(C)C)sc(NC(=O)C2CCCO2)c1C(=O)OC(C)C (stereo unspecified)	-6.8%
19	Cc1cccc(Nc2cnn(C34CC5CC(CC(CC(=O)O)(C5)C3)C4)c(=O)c2Cl)c1	8.4%
20	O=C(Nc1ccccc1)c1cccc(S(=O)(=O)NCc2ccco2)c1	6.9%
21	Nn1c(SCC(=O)N2CCN(S(=O)(=O)c3ccccc3)CC2)nnc1-c1cccs1	-7.9%
22	CCCCN1CNC(=S)N(c2cc(C)ccc2C)C1	-8.0%
23	C[C@@H](C(=O)Nc1ccc2ccccc2c1)[C@H]1C[C@]1(C)[C@H](NC(=O)c1cccnc1)c1ccccc1	0.7%
24	COc1cccc(C(=O)N2CCN(S(C)(=O)=O)CC2)c1	-0.8%
25	Clc1cccc(Cl)c1-c1nnc2cccc(Cl)n12	10.6%
26	Clc1cccc(-c2cc3nc4c(c(N5CCN(c6cnccn6)CC5)n3n2)CCCC4)c1	2.6%
27	COc1ccc(NC(=O)c2cc3n(n2)C(C(F)(F)F)CC(c2ccc(OC)cc2)N3)cc1 (stereo unspecified)	1.3%
28	Cc1c(/C=C(\C#N)c2nn(-c3ccccc3)c(N)c2C#N)c2ccccc2n1Cc1ccc(F)cc1	29.3%
29	CCC1=[N+](C)CCn2c(C)ccc21	3.4%
30	Cn1c2c(c(=O)n(C)c1=O)C(NS(=O)(=O)c1ccc(Cl)cc1)(C(F)(F)F)C(=O)N2 (stereo unspecified)	-2.4%

# Next section.
no.	mol	HT1080 viability
31	CCN(CC)CCCN1CC(O)=C(c2nc3ccccc3s2)C1=N	4.7%
32	O=c1oc(-c2ccccc2Cl)nc2ccsc12	-0.5%
33	O=C(c1ccco1)N1CCN(C2CC(=O)N(c3ccccc3)C2=O)CC1 (stereo unspecified)	-7.5%
34	N#Cc1c(NCCN)nc(-c2ccccc2)c2c1CCCC2	19.6%
35	O=C(Nc1nnc(SCc2ccc(Cl)cc2)s1)C1CCCO1 (stereo unspecified)	20.0%
36	Clc1ccc(-c2noc(CCCc3ccccc3)n2)cc1	-5.3%
37	Cc1cc(C)cc(Oc2ncnc3c2ncn3Cc2c(Cl)cccc2Cl)c1	-7.8%
38	COCCN1C=C(C(=O)OC)C(c2ccccc2C(F)(F)F)C(C(=O)OC)=C1	-14.6%
39	O=C(c1ccccc1NS(=O)(=O)c1ccc(F)cc1)N1CCCC1	-1.9%
40	O=C(c1cc2sccc2n1Cc1ccc(F)cc1)N1CCCc2ccccc21	8.3%
41	CCCCNC(=O)C1CC(=O)N(C2CCCC2)C1 (stereo unspecified)	-0.9%
42	CC(Oc1ccc(F)cc1)C(=O)Nc1ccc2ccccc2c1 (stereo unspecified)	3.4%
43	Cc1nc(SCC(=O)NC(C)c2ccccc2)c2oc3ccccc3c2n1 (stereo unspecified)	7.9%
44	CCOC(=O)c1cnn(-c2ccccc2)c1N	-13.4%
45	CC(=O)Nc1ccc(S(=O)(=O)N(CCO)Cc2ccccc2)cc1	-3.1%

# Later entries.
no.	mol	HT1080 viability
46	COc1cc(C(=O)Nc2ccc(S(=O)(=O)N3CCc4ccccc43)cc2)cc(OC)c1OC	10.4%
47	CC(Sc1ncnc2ccccc12)C(=O)Nc1ccc2c(c1)OCO2 (stereo unspecified)	-21.6%
48	N#Cc1cccc(NC(=O)CCn2ccnc2)c1	-4.8%
49	Cc1cc(NC(=O)CCC(=O)N(Cc2cccs2)C(C(=O)NC2CCCC2)c2ccccc2)no1 (stereo unspecified)	6.1%
50	COc1cc(-c2nnc(SCC(=O)N3c4ccccc4Sc4ccccc43)o2)cc(OC)c1OC	-7.5%
51	COc1ccc(-n2nnnc2SCC(=O)NC(=O)Nc2ccc3c(c2)OCCO3)cc1	14.5%
52	CSc1cccc(NC(=O)CN(c2ccccc2)S(=O)(=O)N(C)C)c1	-1.7%
53	CCN(CC)CCCNC(=O)CCc1ccccc1	7.8%
54	COc1ccccc1NC(=O)/C=C/C(N)=O	28.5%
55	COC(=O)c1ccccc1NC(=O)CSc1n[nH]c(C)n1	-3.1%
56	COC(=O)C1=C(C)OC(N)=C(C#N)C1c1ccsc1 (stereo unspecified)	7.7%
57	COCCCN(C(=O)Nc1cccc(Cl)c1)C(C)c1ccccn1 (stereo unspecified)	-10.6%
58	CCC(CC)C(=O)N=C1SC2CS(=O)(=O)CC2N1CCc1ccc(OC)cc1 (stereo unspecified)	-5.4%
59	O=C(CSc1ncn[nH]1)N1CCN(S(=O)(=O)c2ccccc2)CC1	-6.9%
60	CNC(=O)COC(=O)c1cccnc1SC	0.2%

# In another format: 3 of the compounds above.
(54) COc1ccccc1NC(=O)/C=C/C(N)=O
  HT1080 viability: 28.5%

(48) N#Cc1cccc(NC(=O)CCn2ccnc2)c1
  HT1080 viability: -4.8%

(56) COC(=O)C1=C(C)OC(N)=C(C#N)C1c1ccsc1 (stereo unspecified)
  HT1080 viability: 7.7%

# New compounds follow.
no.	mol	HT1080 viability
61	CN(C)S(=O)(=O)c1ccc(NC(=O)c2cc(F)c(F)cc2Cl)cc1	-2.4%
62	CCn1c(Cc2ccccc2)nnc1SCC(=O)NC1CC1	1.0%
63	COc1ccc(NC(=O)CN2CCN(C3c4ccccc4-c4ccccc43)CC2)cc1	-6.4%
64	O=C(NCCO)c1cccc(Cl)c1	0.5%
65	Cc1ccc(NC2=NC(c3ccccc3)n3c(nc(C)cc3=O)N2)c(C)c1 (stereo unspecified)	8.5%
66	Cc1ccc(N(CCC#N)C(=O)CSc2ccc3c(c2)OCCO3)cc1	-20.7%
67	CCn1c(SCc2nc3ccccc3c(=O)[nH]2)nnc1-c1ccncc1	-7.5%
68	O=C(Nc1ccc2c(c1)OCO2)C1CCCCN1S(=O)(=O)c1ccccc1 (stereo unspecified)	-9.3%
69	Cn1c(SCC(=O)Nc2nccs2)nnc1-c1ccco1	14.0%
70	Cc1[nH]c2ccccc2c1CN1CCc2ccccc2C1	36.8%
71	CC(=O)c1sc(NC(=O)c2cc3c(C)nn(-c4ccccc4)c3s2)nc1C	-8.5%
72	CCOC(=O)COc1cc(Br)c(C2NC(=O)NC(C)=C2C(C)=O)cc1OCC (stereo unspecified)	5.3%
73	CCC1CC(CSc2ncn[nH]2)OC1=O (stereo unspecified)	-9.3%
74	OCCn1c(Cl)nc2ccccc21	-1.8%
75	CCOC(=O)c1sc(C)c2c(=O)n(CC(=O)c3ccc(Br)cc3)nnc12	-7.6%

# Next entries follow:
no.	mol	HT1080 viability
76	Cc1cccc(NC(=O)CCc2c(C)nc3ncnn3c2C)n1	3.6%
77	Cc1cccc(C(=O)Oc2ccc(/C=N/O)cc2)c1	-3.1%
78	O=C(Oc1c(Cl)cc(Cl)c2cccnc12)c1ccco1	6.2%
79	CC(=O)N1CCN(c2nc(C)nc3sc4c(c23)CCC(C)C4)CC1 (stereo unspecified)	-15.5%
80	O=C(O)CCC(=O)NCc1ccc(C(=O)O)cc1	-9.5%
81	COc1ccc(NCc2nnc(SCC(=O)c3ccc(C)cc3)o2)cc1	-3.1%
82	COc1ccc2nc(NC(=O)CSc3nccc(C)n3)sc2c1	-2.5%
83	CC(C)(C)c1ccc(CN2N=Nc3ccccc3S2(=O)=O)cc1	1.2%
84	CCOC(=O)C1CCCN(S(=O)(=O)c2ccc(F)c(C(=O)Nc3ccc(F)c(F)c3)c2)C1 (stereo unspecified)	8.5%
85	Cc1ccc(S(=O)(=O)N(CC(=O)NCc2ccco2)C2CCCCC2)cc1	5.3%
86	Cc1ccc(NC(=O)c2ccc(-c3nn(C)c(=O)c4ccccc34)cc2)cc1	-8.6%
87	COc1cccc(C(=O)Nc2nc(C)cs2)c1	-3.4%
88	CC(C)c1ccccc1NC(=O)c1cccc(NC(=O)c2ccccc2)c1	-3.8%
89	CCCC(=O)NC1=C(C#N)C2(CCCCC2)Cc2ccccc21	-2.9%
90	Cc1ccc(N2C(=O)c3ccc(C(=O)O)cc3C2=O)cc1C	-0.3%

# (list continues)
no.	mol	HT1080 viability
91	CCC1Oc2ccc(C)cc2N(CC(=O)N(Cc2ccncc2)Cc2ccco2)C1=O (stereo unspecified)	7.6%
92	CCc1c(C)nc2cc(-c3ccc(OC)c(OC)c3)nn2c1N1CCC(C)CC1	-14.5%
93	Cc1cc(C)n(-c2nc(N(C)C)nc(N(C)C)n2)n1	11.2%
94	CC(=O)c1c(C)[nH]c2ccccc2c1=O	5.7%
95	O=C(O)CCC(=O)Nc1ccc(F)cc1	-1.0%
96	COc1ccc(NS(=O)(=O)c2ccc(S(=O)(=O)N3CCCC3)cc2)cc1	5.2%
97	Cc1ccc(C(O)CN2C3=NCCCN3c3ccccc32)cc1 (stereo unspecified)	1.5%
98	COc1ccc(C(=O)N2CCC(N3CCN(c4ccccc4)CC3)CC2)cc1	2.0%
99	CCC(=O)N1CCc2cc(S(=O)(=O)NC(Cc3ccccc3)C(=O)NC3CCCCC3)ccc21 (stereo unspecified)	2.1%
100	Cc1cc(NC(=O)c2cccc(S(=O)(=O)N3CCOCC3)c2)no1	3.9%
101	CNC(=O)CN(c1ccc(F)cc1)S(=O)(=O)c1cc(C)ccc1OC	-8.2%
102	CCn1cc(C(=O)NCc2cccnc2)c(=O)c2cc(F)c(N3CCN(C(=O)c4ccco4)CC3)cc21	8.5%
103	O=C(CN(Cc1ccccc1)S(=O)(=O)c1ccccc1)N1CCOCC1	4.7%
104	O=[N+]([O-])c1ccc(N=Nc2ccc(O)cc2O)cc1	10.1%
105	COc1ccc(-c2n[nH]c(C)c2-c2ccc(Cl)cc2)c(O)c1	-10.8%

# Carrying on:
no.	mol	HT1080 viability
106	Cc1ccc(-c2cc3nc(-c4ccccc4)cc(N4CCOCC4)n3n2)cc1	4.7%
107	O=C(O)Cn1cnc2ccccc2c1=O	-1.2%
108	CCCCNC(=S)NNC(=O)c1nn(C)c(C)c1Cl	-6.3%
109	CCOC(=O)Cc1csc(NC(=O)c2c(O)c3ccccc3n(CC(C)C)c2=O)n1	11.5%
110	CCOC(=O)CNC(=O)CSc1nnc(-c2ccc(OC)cc2)n1CC	-3.5%
111	COc1ccc(-n2c3c(cc(C(=O)Nc4ccc(C)cc4)c2=O)C(=O)CCC3)cc1	14.6%
112	COc1ccc(C(=O)c2cnc3cc4c(cc3c2C)OCO4)cc1	2.5%
113	CC1=C(C(=O)OC(C)C)C(c2ccsc2)NC(=O)N1C (stereo unspecified)	2.3%
114	CCOC(=O)N1CCN(Cc2nc(N)nc(Nc3ccccc3C)n2)CC1	-2.9%
115	CCOC(=O)Cc1csc(N)n1	5.2%
116	O=C(NCc1ccc2c(c1)OCO2)c1cc(-c2ccc(Cl)cc2Cl)on1	-9.7%
117	CSc1nc2n(n1)C(c1ccccn1)C1=C(CC(C)(C)CC1=O)N2 (stereo unspecified)	-5.3%
118	Cc1nn(CCC#N)c2nc(-c3ccccc3)cc(C(F)(F)F)c12	-5.9%
119	COc1ccc(/C=N/c2nc3ccccc3n2CCN2CCCCC2)cc1OC	32.0%
120	CC1Cc2ccccc2N1c1ncnc2c1nnn2Cc1ccccc1Cl (stereo unspecified)	-9.9%

# Reformatted as labelled records: four of the compounds above
[111] COc1ccc(-n2c3c(cc(C(=O)Nc4ccc(C)cc4)c2=O)C(=O)CCC3)cc1
  HT1080 viability: 14.6%
[114] CCOC(=O)N1CCN(Cc2nc(N)nc(Nc3ccccc3C)n2)CC1
  HT1080 viability: -2.9%
[113] CC1=C(C(=O)OC(C)C)C(c2ccsc2)NC(=O)N1C (stereo unspecified)
  HT1080 viability: 2.3%
[109] CCOC(=O)Cc1csc(NC(=O)c2c(O)c3ccccc3n(CC(C)C)c2=O)n1
  HT1080 viability: 11.5%

# Remaining list, next part:
no.	mol	HT1080 viability
121	COC(=O)[C@@]1(Cc2ccc(OC)cc2)[C@H]2c3cc(C(=O)N(C)C)n(Cc4nc5ccccc5[nH]4)c3C[C@H]2CN1C(=O)c1ccccc1	-14.4%
122	CCOC(=O)CSc1ncnc2c1sc1nc(N3CCOCC3)c3c(c12)CCCC3	-25.9%
123	COC(=O)CSc1nc(-c2ccc(C)cc2)c2c(c1C#N)CCCC2	2.9%
124	CCOC(=O)CC(NC(=O)c1cccs1)c1ccc(OCC)cc1 (stereo unspecified)	-13.2%
125	CCCCCCCCCC(=O)N/N=C(\C)c1cccnc1	-4.7%
126	Cc1ccc(NC(=S)NCC2CCCO2)cc1C (stereo unspecified)	-8.2%

# Only part of the results is shown, so the mix of outcomes need not match the whole.
